# BRCT PPI red – disrupts BRCA1 BRCT binding to phosphoprotein, red fluorophore readout | Potency, µM (series often up to 76.9 µM), without a hit: at the top dose activity change, negative = inhibition, actives largely listed as inhibitors | 75,000 compounds, 0.03% hits | P38398 | AID 892 | BRCT-phosphopeptide binding, red fluorescence polarization; also: % is scaled to controls: 0 for no effect and ±100 for the full control effect
#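 Fluorescence polarization: 100 nM His-tagged BRCA1 BRCT with 100 nM TAMRA-labelled phospho-BACH1 decapeptide, phosphate buffer pH 7.3 with 150 mM NaCl, DTT, 0.01% Tween 20; 12 min RT. Binding inhibition seen as FP decrease.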
# USP2a inhib – blocks human ubiquitin-specific protease USP2a. O75604. USP2a enzymatic assay, qHTS inhibition. Potency, µM (series often up to 38.3 µM), without a hit: top-dose activity change, negative = inhibition, usual class: inhibitors. 60,000 compounds, 0.1% hits. AID 927;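 also: potency is read from the fitted curve at half-maximal effect; nearly all actives have a fitted effect of over 60% in size; plate controls were DMSO for no effect and NEM full inhibition control for full effect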
#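 Coupled readout: USP2-cleaved Ub-PLA2 (20nM final) turns over NBD C6-HPC (20uM final), Ex 460nm/Em 535nm after 2.5 h, time-zero read flagging artifacts. Enzyme (20nM final, pH 8.0 Tris) given 30 min RT with compound first; NEM defines full inhibition.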
# Luciferase inh – firefly luciferase inhibition | purified firefly luciferase, luminescence, 8 min | 72,000 compounds, 2.2% hits | Potency, µM (titrated, usually from 57.1 µM), inactives show top-dose activity change, negative = inhibition, actives largely listed as inhibitors | P08659; also: potency is read from the fitted curve at half-maximal effect; % is scaled to controls: 0 for no effect and ±100 for the full control effect; nearly all actives have a fitted effect of over 40% in size
#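 Compounds were tested as concentration series (qHTS) against purified P. pyralis luciferase with luciferin and 10 uM ATP in 50 mM imidazole pH 7.2, 50 mM KCl, 7 mM MgCl2, 0.01% Tween 20, 0.05% BSA. Luminescence was read after 8 min at ambient temperature.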
# Caspase-1 inhib – caspase-1 (human) inhibition, allosteric or competitive | Potency, µM (highest dose often 57.5 µM), without a hit: at the top dose activity change, negative = inhibition, hits mostly inhibitors | 75,000 compounds, 0.03% hits | Caspase-1 enzyme, Ac-WEHD-AFC fluorogenic rate | AID 900 | P29466;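 also: potency is read from the fitted curve at half-maximal effect; plate controls were vehicle for no effect and no substrate for full effect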
# Tau fil binding – binders of human tau filaments; P10636; recombinant tau filaments, thioflavin S fluorescence, 15 h; filaments grown with octadecylsulfate alongside compound; Potency, µM (top dose mostly 57.1 µM), without a hit: top-dose activity change, negative = inhibition; 71,000 compounds, 2% hits;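 also: potency is read from the fitted curve at half-maximal effect; % is scaled to controls: 0 for no effect and ±100 for the full control effect; actives lower thioflavin S fluorescence by blocking filaments or displacing dye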
# Target sequence (P10636 whole entry, looked up): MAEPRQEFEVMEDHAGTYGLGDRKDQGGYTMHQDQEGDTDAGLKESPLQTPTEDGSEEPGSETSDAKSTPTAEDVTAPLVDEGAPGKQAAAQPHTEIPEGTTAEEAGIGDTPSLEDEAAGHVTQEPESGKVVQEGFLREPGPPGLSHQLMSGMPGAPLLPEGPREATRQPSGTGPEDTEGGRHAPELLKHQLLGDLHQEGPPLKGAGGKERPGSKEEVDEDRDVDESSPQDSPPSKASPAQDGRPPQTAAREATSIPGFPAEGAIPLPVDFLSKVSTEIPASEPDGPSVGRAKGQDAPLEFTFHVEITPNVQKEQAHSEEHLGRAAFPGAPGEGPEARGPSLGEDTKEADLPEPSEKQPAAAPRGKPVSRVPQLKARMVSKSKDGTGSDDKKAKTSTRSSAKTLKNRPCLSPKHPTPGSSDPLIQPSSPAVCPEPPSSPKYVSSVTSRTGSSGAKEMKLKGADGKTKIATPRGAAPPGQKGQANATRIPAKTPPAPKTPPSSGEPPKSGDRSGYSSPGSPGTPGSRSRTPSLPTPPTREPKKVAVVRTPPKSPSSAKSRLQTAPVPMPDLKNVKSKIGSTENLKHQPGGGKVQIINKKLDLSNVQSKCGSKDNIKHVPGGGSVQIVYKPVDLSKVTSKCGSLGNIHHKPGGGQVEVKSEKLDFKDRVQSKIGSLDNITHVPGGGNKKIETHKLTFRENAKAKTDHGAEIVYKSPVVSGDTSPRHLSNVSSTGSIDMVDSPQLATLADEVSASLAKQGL
#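 ThS-based fibril read: tau 1 uM final, inducer ODS 30 uM final, 37 C for 15 h, ex 450/em 510 nm.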
# Caspase-7 inhib – allosteric or competitive inhibitors of human caspase-7 | P55210 | recombinant caspase-7, Ac-DEVD-AFC fluorescence rate | Potency, µM (top dose mostly 57.5 µM), for inactives: top-dose activity change, negative = inhibition, most hits filed as inhibitors | 75,000 compounds, 0.02% hits; active = well fitted inhibition curve with a large enough effect in the main read-out, with a control signal flat, not every such curve was filed as active; inconclusive = small, poorly fitted or top-dose-only effect, or a change in a side signal; also: potency is read from the fitted curve at half-maximal effect; % of control where 0% means no effect
# Target sequence (P55210 24-198 limits assumed): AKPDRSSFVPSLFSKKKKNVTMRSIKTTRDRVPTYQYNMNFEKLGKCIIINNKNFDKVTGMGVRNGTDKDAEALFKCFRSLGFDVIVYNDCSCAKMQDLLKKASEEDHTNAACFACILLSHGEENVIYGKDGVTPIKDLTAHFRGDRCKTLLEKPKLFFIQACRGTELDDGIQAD
# Target sequence (P55210 207-303 limits assumed): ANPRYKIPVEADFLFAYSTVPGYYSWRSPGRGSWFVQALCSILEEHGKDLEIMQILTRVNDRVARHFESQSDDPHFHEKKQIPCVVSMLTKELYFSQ
# A350 fluor – compound fluoresces in the Alexa 350 spectral region; Compound autofluorescence, 340/450 nm, Alexa 350 dye-equivalents; stronger effect = higher value; max dye-equivalent concentration, M; 59,000 compounds, 11% hits; in the data active = max dye-equivalent concentration above about 10 nM; inconclusive = mostly about 1.1 nM to 9.6 nM
# CRE Fsk mod – modulators of forskolin-stimulated CRE signaling in CHO cells. CHO CRE-bla reporter (cAMP response element driving beta-lactamase), forskolin EC10, beta-lactamase ratio. Potency, µM (titrated, usually from 38.2 µM), without a hit: at the top dose activity change, negative = inhibition, usual class: activators. 71,000 compounds, 2.5% hits. AID 662; active = well fitted activation curve with a large enough effect in the signal ratio, with a control signal flat, not every such curve was filed as active; inconclusive = small, poorly fitted or top-dose-only effect, or effect the other way, or a change in a side signal; the % refers to the signal ratio; also: potency is read from the fitted curve at half-maximal effect; % of control where 0% means no effect
#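 Forskolin analogue NKH 477 at EC10 stimulated CRE-driven beta-lactamase in CHO cells alongside compound dilution series. Beta-lactamase was measured with CCF4, excitation 405 nm, emission ratio 460/530 nm.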
# HEK293 cAMP cs – parental HEK293 cAMP activation (counter-screen); 73,000 compounds, 2.5% hits; AID 938; parental HEK293 CNG cAMP sensor, membrane potential fluorescence; Potency, µM (highest dose often 57.1 µM), for inactives: at the top dose activation, most hits filed as activators; also: potency is read from the fitted curve at half-maximal effect; % of control where 0% means no effect; nearly all actives have a fitted effect of over 55% in size
#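 Parental HEK 293 cells stably expressing a cAMP-gated CNG channel were loaded with membrane potential dye containing 100 uM RO 20-1724 for 60 min. Compound added for 30 min; depolarization read as fluorescence intensity at 590 nm.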
# BRCT inh green – BRCA1 BRCT-phosphoprotein interaction inhibition | BRCA1 BRCT-phosphopeptide binding, green fluorescence polarization | AID 875 | Potency, µM (titrated, usually from 76.9 µM), inactives show at the highest dose activity change, negative = inhibition, hits mostly inhibitors | 75,000 compounds, 0.05% hits | P38398;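 also: potency is read from the fitted curve at half-maximal effect; plate controls were peptide without protein for full effect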
#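 Compounds were incubated for 12 min at room temperature with a complex of 100 nM fluorescein-tagged pBACH1 decapeptide and 250 nM His-tagged BRCT protein. Buffer was phosphate pH 7.3 with EDTA, DTT and Tween 20. Disruption of binding lowers the polarization signal.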
# ERK AVP block – vasopressin-driven ERK pathway inhibition; HEK293-V1b, vasopressin-stimulated pERK AlphaScreen; Potency, µM (titrated, usually from 57.5 µM), for the others: at the highest dose activity, negative = inhibition, most hits filed as inhibitors; 72,000 compounds, 0.99% hits; AID 995; also: potency is read from the fitted curve at half-maximal effect; % is scaled to controls: 0 for no effect and ±100 for the full control effect; nearly all actives have a fitted effect of over 55% in size
#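 HEK293 cells stably expressing V1b receptor, seeded overnight in 1% FBS, were treated with compounds for 30 min at 37C, then stimulated 5 min with 25 nM vasopressin; phospho-ERK read by AlphaScreen SureFire after lysis.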
# The depositor's hits bear a star; i = inactive; u = inconclusive; x = no result given; [ ] = another dose, or the depositor's remark. Unless noted, calls follow the shape of the dose curve; as a rule, active = well fitted curve in the direction sought with a large enough effect; inconclusive = small, poorly fitted or top-dose-only effect, or another doubt; inactive = no such curve, though single readings can be large; an effect the other way counts as inactive or inconclusive.
structure	BRCT PPI red	USP2a inhib	Luciferase inh	Caspase-1 inhib	Tau fil binding	Caspase-7 inhib	A350 fluor	CRE Fsk mod	HEK293 cAMP cs	BRCT inh green	ERK AVP block
CCCCCCN(C(=O)CCCCCN1C(=O)NC(c2ccc(-c3ccccc3)cc2)C(C(=O)OCc2ccccc2)=C1C)C(C(=O)NCCCC)c1ccc(OCC(=O)O)c(C(=O)O)c1 (stereo unspecified)	-0.8%	x	x	-2%	-2%	-4%	x	-24%	28%	-2.7%	9%
CN1CCc2cccc3c2[C@H]1Cc1ccc(O)c(O)c1-3	-1.4%	x	-5%	0%	u	0%	x	u	-15%	-1.8%	u
CCn1c(COc2ccccc2)nnc1SCC(=O)CC(=O)Nc1ccccc1OC	-1.8%	24%	-5%	-4%	6%	-10%	i	4%	10%	5.0%	u
CCn1cc(C(=O)N2CCN(C3CCCCC3)CC2)c2cc(OC)c(OC)cc2c1=O	-2.6%	5%	2%	2%	9%	-6%	i	10µM*	0%	-2.4%	9%
Cc1ccc(-c2csc(N3CCC(C(N)=O)(N4CCCCC4)CC3)n2)cc1	-0.9%	x	2%	0%	176%	-2%	x	7%	6%	-2.2%	4%
CCOC(=O)c1c(NC(=O)CSc2nnc(CNC(=O)c3ccco3)n2C)sc2c1CCC2	1.8%	28%	2%	-3%	53%	-3%	i	11%	-8%	4.1%	-22%
CCOC(=O)c1cccc(NC(=O)CSc2nnc(-c3cccnc3)n2CC)c1	-0.9%	43%[activator]	-1%	2%	4%	-1%	i	11%	12%	-1.5%	-17%
O=C(CSc1ncnc2sc3c(c12)CCCC3)N1CCC(c2noc3ccc(F)cc23)CC1	-0.4%	3%	1%	1%	-7%	-2%	i	-2%	19%	-4.0%	-1%
COc1ccc(-c2cc(C(=O)N3CC4(C)CC3CC(C)(C)C4)no2)cc1 (stereo unspecified)	-0.6%	4%	3%	2%	4%	0%	u	u	17%	-1.6%	27%
COc1cc2cc(C(=O)O)n(C)c2c(OC)c1OC	-2.0%	-7%	3%	3%	11%	2%	i	0%	12%	-1.7%	-2%
CCCOC(=O)Cc1n[nH]c(=O)[nH]c1=O	0.0%	x	-2%	1%	-12%	1%	i	-4%	0%	-1.3%	-5%
CCn1c(Cc2ccccc2)nnc1SCC(=O)Nc1ccc2c(c1)OCCO2	0.1%	x	x	-4%	x	-2%	x	x	2%	-4.7%	x
COc1cccc(Cn2c(=O)c(-c3cccc(C#N)c3)nc3cnc(OC)nc32)c1	1.6%	105%[activator]	0%[11.4 µM]	-12%	-20%	-16%	u	u	4%	-2.2%	u
Nc1ccc(C(=O)OCc2nc3ccccc3[nH]2)cc1	0.5%	0%	-6%	0%	-22%	0%	i	2%	-4%	1.0%	-16%
COc1ccc2nc3oc(C(=O)N4CCC(C(N)=O)CC4)cc3cc2c1	-1.5%	-1%	-7%	-3%	7%	-4%	2.7e-07M*	29%	-2%	3.6%	4%
CCOc1ccc(NC(=O)CN2C(=O)COc3ccc(Cl)cc32)cc1	0.7%	x	-1%	-2%	292%	0%	x	-1%	-1%	-2.9%	x
COC(=O)c1[nH]c2cccc(C)c2c1NC(=O)CN1CCCc2ccccc21	-1.9%	33%[activator]	3%	-5%	-20%	-8%	u	5%	18%	1.0%	-3%
Cc1c(Br)c(=O)[nH]c(=O)n1COCc1ccccc1	-1.2%	1%	3%	-2%	10%	2%	i	-9%	8%	0.2%	17%
O=C(C1COc2ccccc2O1)N1CCN(c2ccccc2F)CC1 (stereo unspecified)	-0.7%	4%[7.66 µM]	-3%	0%	-10%[11.4 µM]	0%	x	u	6%[11.4 µM]	1.3%	u
COCCNCC(=O)C12CC3CC(CC(C3)C1)C2	-1.7%	-2%	1%	-3%	-10%	0%	i	4%	45%	-1.3%	6%
Nc1ccc(S(=O)(=O)c2cccc(N)c2)cc1	0.9%	-4%	5%	-2%	11%	0%	i	u	2%	-2.3%	-8%
Cc1c(NS(=O)(=O)c2ccc3c(c2)n(C)c(=O)n3C)c(=O)n(-c2ccccc2)n1C	0.2%	-5%	4%	-1%	-6%	1%	i	u	3%	-1.6%	-11%
CN(C)S(=O)(=O)c1ccc(-c2ccccc2)cc1	-1.6%	3%	2%	-3%	4%	-5%	x	8%	17%	0.7%	11%
COc1ccccc1N1CCN(c2nc(C)nc3c2oc2ccccc23)CC1	-0.2%	16%	-2%	-6%	95%	-3%	u	1.6µM*	25µM*	3.5%	u
CCS(=O)(=O)N1CCCC(C(=O)NCc2ccccc2Cl)C1 (stereo unspecified)	0.8%	-5%	-1%	0%	3%	-1%	i	2%	4%	-1.0%	3%
Cc1noc(C)c1-c1nccc(Nc2ccc(F)cc2)n1	-0.1%	1%	2%[2.29 µM]	0%	9%	-2%	i	u	u	-0.9%	-14%
COc1ccccc1N1CCN(C(=O)Cn2nnc(-c3ccncc3)n2)CC1	0.4%	2%	2%	0%	-14%	-3%	i	-1%	-18%	0.2%	-6%
CN(C)c1ccc(C2N(c3cccc(Cl)c3)C(=O)C3CCCN32)cc1 (stereo unspecified)	0.4%	x	3%	-4%	8%	0%	x	-5%	-1%	-4.3%	-6%
CCOC(=O)NC(NC(=O)OCC)C(=O)c1ccccc1	-0.9%	2%	3%	-1%	2%	2%	i	u	5%	-1.6%	-4%
NC(=O)COc1ccc(C2c3c(oc4ccccc4c3=O)C(=O)N2CC2CCCO2)cc1 (stereo unspecified)	-0.9%	3%	-1%	-3%	-4%	-1%	u	10%	-6%	0.5%	-6%
O=C1c2ccccc2S(=O)(=O)N1CCCCN1CCN(c2ncccn2)CC1	-0.9%	x	0%	4%	u	-3%	x	u	4%	0.1%	8%
CCOC(=O)N1CCN(c2nc(=S)n(-c3ccccc3)c(C)c2C(C)=O)CC1	-0.6%	6%	1%	-1%	11%	-1%	x	2%	1%	-1.8%	-11%
Cc1ccc(Cn2nnc3c(=O)[nH]c(C(=O)NCc4ccco4)nc32)cc1	-1.5%	x	4%	-2%	u	2%	i	u	30%	-0.7%	-11%
O=S(=O)(c1ccccc1)N(Cc1nc(-c2ccccc2)no1)C1CCCCC1	-0.5%	-12%	5%	0%	-5%	-1%	3.4e-06M*	-11%	u	-1.3%	77%[activator]
CC1=C(C(=O)OCc2ccccc2)C(C2CCCCC2)NC(=O)N1CCCCCC(=O)O (stereo unspecified)	-0.2%	x	x	7%	-12%	-4%	x	u	u	1.3%	-5%
COc1ccccc1/C=N/n1cnnc1	0.1%	x	0%	2%	-2%	-2%	x	9%	5%	-2.3%	7%
CC(=O)Nc1cccc(OC(=O)N2CCOCC2)c1	-1.4%	-4%	1%	2%	11%	0%	i	0%	14%	0.1%	-8%
CC(C)CNc1nc(Oc2ccc(=O)n(C)n2)nc(N2CCOCC2)n1	-0.2%	-8%	3%	0%	3%	2%	i	3%	-2%	-2.3%	24%
Cc1ccc(-n2nnnc2SCC(=O)c2cc(C)n(-c3cc(C)on3)c2C)cc1	0.9%	19%	1%	-3%	33%	-2%	i	1%	u	1.8%	-4%
Cn1c(=O)cc(OCCCC(=O)N2CCN(Cc3ccc4c(c3)OCO4)CC2)c2ccccc21	-0.4%	35%[activator]	0%	2%	18%	-1%	i	u	10%	3.5%	18%
Clc1ccc(-c2nn3c(-c4ccncc4)nnc3s2)c(Cl)c1	0.5%	-5%	4%	1%	-8%	0%	i	u	6%	-2.8%	5%
CCOC(=O)N1CCN(S(=O)(=O)c2ccc(OCC)c(C)c2)CC1	-1.6%	7%	-1%	1%	-6%	0%	i	11%	4%	-1.7%	-6%
COc1ccccc1-c1cc(N)n(S(=O)(=O)c2ccc(F)c(C)c2)n1	1.6%	x	1%	-2%	0%	-4%	x	-3%	20%	1.9%	-5%
COC(=O)CN1C(=O)CSc2ncccc21	1.9%	x	x	0%	x	-1%	x	x	-16%	-1.4%	x
COc1cc(C(=S)N2CCCC2)ccc1O	1.2%	4%	2%	1%	-9%	0%	u	-2%	-5%	-1.2%	0%

# Bioassay records deposited in PubChem BioAssay by National Center for Advancing Translational Sciences (NCATS).
